hERG protect – compounds protecting human hERG from proarrhythmic drug block; Q12809; CHO-hERG, FluxOR thallium flux, dofetilide IC70 present; activation (rescue from dofetilide block), less the hit threshold, % at 10 µM; hit rate 0.51% among 310,000; AID 1511;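 active means activation above the mean of controls blocked by dofetilide plus 5 SD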;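 further: thallium influx through hERG after potassium depolarization seen as dye fluorescence rise; in these data hits start at about 4.7%; inactives centre near -7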
RGS4 pot – RGS4 potentiation or activation. B-score at 10 µM. HEK293 M3R/inducible RGS4, carbachol calcium flux Fluo4; active compounds read low. AID 463111. hit rate 0.92% among 310,000;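 active means B-score of the integrated calcium signal more than 4 SD below the library mean, with starting fluorescence not abnormally high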;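 further: negative B-score means reduced calcium response which marks RGS4 activation or potentiation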
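Assay system: Inducible-RGS4 HEK293 cells carrying M3 receptor | Schedule: Compound preincubation 20 min at room temperature before agonist | Signal: Kinetic calcium fluorescence imaging with Fluo4-AM dye, 2 µM | Read-out basis: B score from integrated fluorescence ratio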
KCNQ1 inh – human KCNQ1 channel inhibition. P51787. CHO-K1 KCNQ1, FluxOR thallium flux fluorescence; active compounds read high. B-score at 10 µM. hit rate 1.3% among 310,000. AID 2642;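 active means compounds whose thallium flux B-score, printed positive for inhibition, exceeds three library SD while starting fluorescence stays within three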;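 further: channel opened by potassium depolarization with thallium stimulus after 20 min compound exposure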
KCNK3 block – human KCNK3 channel inhibition, primary screen | O14649 | CHO-KCNK3 thallium flux, FluxOR fluorescence; active compounds read low | B-score at 10 µM | hit rate 0.84% among 340,000 | AID 602410;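 active means B-score under library mean minus 4 SD, starting fluorescence ratio at most library mean plus 5 SD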;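 further: more negative B-score means stronger inhibition of thallium flux through KCNK3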
Target sequence (O14649 whole entry, looked up): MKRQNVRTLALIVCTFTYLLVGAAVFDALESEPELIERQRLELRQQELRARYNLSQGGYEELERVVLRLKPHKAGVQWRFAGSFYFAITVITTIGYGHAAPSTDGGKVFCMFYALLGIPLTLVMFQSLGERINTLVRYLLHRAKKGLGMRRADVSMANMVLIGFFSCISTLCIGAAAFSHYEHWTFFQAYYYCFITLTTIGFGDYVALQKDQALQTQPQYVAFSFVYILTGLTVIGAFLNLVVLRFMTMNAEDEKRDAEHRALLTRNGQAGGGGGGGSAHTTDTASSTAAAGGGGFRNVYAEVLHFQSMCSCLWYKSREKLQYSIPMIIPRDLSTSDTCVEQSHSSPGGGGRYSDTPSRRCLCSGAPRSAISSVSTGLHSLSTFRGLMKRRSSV
TMEM16A inh – inhibitors of mouse TMEM16A calcium-activated chloride channel. HEK293 TMEM16A/YFP iodide influx fluorescence, ionomycin. normalized B-score (activity score, 25-100; higher = stronger inhibition) at 10 µM. hit rate 1.2% among 310,000. AID 588511;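 active means ratio plate-corrected score three or more library SD toward inhibition, starting fluorescence score within five deviations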;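 further: score derived from kinetic fluorescence span divided by baseline fluorescence per well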
ANO1 activ – mouse TMEM16A channel activation, primary screen; Q8BHY3; HEK293 TMEM16A/YFP-H148Q/I152L, iodide quench fluorescence; active compounds read low; B-score at 10 µM; hit rate 0.3% among 340,000; AID 623877;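 active means fluorescence-ratio B-score plate-corrected deviation score at least 3 library SD below zero, with starting fluorescence score within 5 deviations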;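 further: channel opened by trigger with iodide after compound preincubation; score built on the fluorescence ratio of max minus min over baseline; more negative score means more quench and so TMEM16A activation or potentiation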
MrgX1 allo act – human MrgX1 positive allosteric modulation, primary screen | Q96LB2 | MrgX1-HEK293, Fluo-4 calcium flux, FDSS; active compounds read high | B-score at 10 µM | hit rate 0.63% among 310,000 | AID 588675;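 active means plate-corrected calcium response at least 3 library SD above typical, normal starting fluorescence, not activating the receptor alone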;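 further: compound read alongside a low EC10 to EC30 dose of BAM8-22 agonist; peak minus trough fluorescence over baseline measured at the second addition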
Target sequence (Q96LB2 whole entry, looked up): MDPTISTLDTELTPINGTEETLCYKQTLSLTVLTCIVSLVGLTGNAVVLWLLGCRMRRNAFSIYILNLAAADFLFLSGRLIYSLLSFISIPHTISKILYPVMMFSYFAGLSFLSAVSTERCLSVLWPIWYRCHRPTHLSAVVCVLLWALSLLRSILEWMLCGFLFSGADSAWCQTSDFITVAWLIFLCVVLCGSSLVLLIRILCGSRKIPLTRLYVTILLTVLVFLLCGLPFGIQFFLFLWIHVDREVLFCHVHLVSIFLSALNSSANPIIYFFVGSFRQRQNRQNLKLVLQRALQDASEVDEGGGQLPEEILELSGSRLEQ
RGS4 inh – human RGS4 inhibition; B-score at 10 µM; HEK293 M3R/RGS4 inducible, Fluo-4 calcium flux; active compounds read high; triggered by carbachol at its EC20; hit rate 0.45% among 310,000; AID 463165; P49798;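 active means B-score, a plate-corrected calcium signal, over three deviations above library mean, with baseline fluorescence within five deviations of library mean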;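 further: RGS4 expression induced by doxycycline in cells with stable M3 receptor; B-score is computed from the integrated fluorescence ratio over baseline after carbachol; higher B-score means a larger calcium signal and so more RGS4 inhibition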
KCNQ1 pot – human KCNQ1 channel potentiation or activation. P51787. CHO-K1 KCNQ1, thallium flux FluxOR fluorescence; active compounds read high. B-score at 10 µM. hit rate 0.35% among 310,000;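 active means fluorescence ratio B-score, a plate-corrected score, at least three library SD, with initial intensity B-score within 5 SD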
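Material: CHO-K1 cells stably expressing KCNQ1. Medium: assay buffer for compound exposure, DMSO matched across wells. Reagent: K+/Tl+ depolarizing stimulus. Compound dosing: single-concentration screen. Times: 37 °C overnight plating, 90-min dark dye load, 20-min compound pretreatment. Technique: FluxOR Tl+ flux fluorescence.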
KCNK9 block – inhibitors of human KCNK9 two-pore domain potassium channel; HEK293 KCNK9, FluxOR thallium flux fluorescence; active compounds read low; hit rate 1.2% among 310,000; AID 488922; Q9NPC2; B-score at 10 µM;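 active means ratio B-score over 3 SD below the library mean, with starting fluorescence within 5 SD of its mean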;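 further: negative B-score means less thallium flux so channel inhibition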
Target sequence (Q9NPC2 whole entry, looked up, the tested form may be a part): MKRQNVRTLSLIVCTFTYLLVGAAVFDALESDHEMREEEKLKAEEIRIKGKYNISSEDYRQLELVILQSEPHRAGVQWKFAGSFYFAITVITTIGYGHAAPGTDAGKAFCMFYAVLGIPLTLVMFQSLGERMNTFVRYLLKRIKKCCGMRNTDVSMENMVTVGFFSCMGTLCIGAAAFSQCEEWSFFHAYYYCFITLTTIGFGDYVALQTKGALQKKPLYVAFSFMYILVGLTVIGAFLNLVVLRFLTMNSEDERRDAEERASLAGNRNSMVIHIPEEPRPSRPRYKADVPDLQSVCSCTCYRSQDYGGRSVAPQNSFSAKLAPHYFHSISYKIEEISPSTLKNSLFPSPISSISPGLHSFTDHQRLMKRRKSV
MrgX1 agonist – human MrgX1 receptor agonism, primary screen; Q96LB2; AID 588627; hit rate 0.44% among 310,000; B-score at 10 µM; MrgX1-HEK293 cells, Fluo-4 calcium fluorescence, agonist mode; active compounds read high;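 active means calcium response B-score plate-corrected fluorescence ratio at least 3 library SD, with starting fluorescence B-score inside 5 SD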
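Test system: HEK293 cells stably expressing human MrgX1 receptor; Input: fifteen thousand cells per well; Dosing: compound delivered in addition one of three; Schedule: overnight seeding, then 1 h dark dye loading; Technique: Fluo-4 NW calcium fluorescence; Measure: B-scored fluorescence response ratio; Controls: positive and negative controls per plate.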
* marks the source's active call; other numbers are inactive results; i = inactive; nt = not tested or not shown. Rows were taken by chance. Share with any hit: about 6.3%.

The line under a structure holds: hERG protect | RGS4 pot | KCNQ1 inh | KCNK3 block | TMEM16A inh | ANO1 activ | MrgX1 allo act | RGS4 inh | KCNQ1 pot | KCNK9 block | MrgX1 agonist
O=[N+]([O-])c1cc(C(F)(F)F)cc([N+](=O)[O-])c1NN=C1CCCCC1
    -4 | i | i | i | i | i | i | i | i | i | i
COc1ccc(S(=O)(=O)NCc2cccnc2)cc1Br
    -9 | i | i | i | i | i | i | i | i | i | i
COc1ccc(S(=O)(=O)N2CCOCC2)cc1NC(=O)CCNC(=O)c1ccc(Br)cc1
    -5 | i | i | i | i | i | i | i | i | i | i
CN(C(=O)COc1ncnc2c1cnn2-c1ccccc1)C1CCCCC1
    -7 | i | i | i | i | i | i | i | i | i | i
O=C(CCCOc1ccc(Cl)cc1Cl)NNC(=O)c1ccc(NC(=O)c2ccccc2)cc1
    -1 | i | i | i | i | i | i | i | i | i | i
COc1ccc(OC)c(C(=O)CN2C(=O)NC(C)(c3ccccc3)C2=O)c1 (configuration not stated)
    -4 | i | i | i | i | i | i | i | i | i | i
COc1cccc(OC)c1OCCN(C)C
    -3 | i | i | i | i | i | i | i | i | i | i
Cc1cc(NC(=O)Nc2ccc(Cl)c(Cl)c2)no1
    -6 | i | i | i | i | i | i | i | i | i | i
CC(=O)c1ccc(OC(=O)C(CCS(C)(=O)=O)N2C(=O)c3ccccc3C2=O)cc1 (configuration not stated)
    -5 | i | i | i | i | i | i | i | i | i | i
Cc1oc(-c2cccc(Cl)c2)nc1CSCC(=O)O
    -6 | i | i | i | i | i | i | i | i | i | i
CCCn1c(=O)c(C(=O)NNS(=O)(=O)c2ccc(NC(=O)OC)cc2)c(O)c2ccccc21
    -8 | i | i | i | i | i | i | i | i | i | i
Cc1ccc2cc(CCNC(=O)c3ccc4c(c3)OCO4)c(=O)[nH]c2c1C
    -12 | i | i | i | i | i | i | i | i | i | i
Cc1cccn2c(=O)c3cc(C(=O)N4CCN(C(=O)c5ccco5)CC4)n(C)c3nc12
    -9 | i | i | i | i | i | i | i | i | i | i
CCN(CC)S(=O)(=O)c1ccc2oc(Nc3ccc(OC)cc3OC)nc2c1
    -3 | i | i | i | i | i | i | i | i | i | i
CCOC(=O)c1cnc(-n2nc(C)cc2C)nc1NCCc1ccccc1
    -17 | i | i | i | i | i | i | i | i | i | i
CCc1cc(CNC(=O)c2ccc3nc(Cc4ccc(OC)c(OC)c4)oc3c2)on1
    -13 | i | i | i | i | i | i | i | i | i | i
CCc1ccc(N2C(=O)CN(Cc3cccs3)C2=S)cc1
    -15 | i | i | i | i | i | i | i | i | i | i
Cc1ccsc1/C=N/NC(=O)CO
    -8 | i | i | i | i | i | i | i | i | i | i
O=C(CN1CCCCC1)N1CCc2ccccc21
    -3 | i | i | i | i | i | i | i | i | i | i
COc1cc(C)ccc1Oc1nc(-c2ccccc2O)nc2ccccc12
    -9 | i | i | i | i | i | i | i | i | i | i
CCOC(=O)[C@@H]1[C@H]2COc3ccc(Br)cc3[C@H]2N2C(=O)N(c3ccc(Br)cc3)C(=O)[C@]12C
    -10 | i | i | i | i | i | i | i | i | -16* | i
O=C(Cc1cccs1)N/N=C/C(Cl)=C/c1ccccc1
    -10 | i | i | i | i | i | i | i | i | i | i
Cc1ccc(CNC(N)=S)cc1
    -8 | i | i | i | i | i | i | i | i | i | i
C/C=C/C(=O)OCC(=O)Nc1nc2ccc(C)cc2s1
    -2 | i | i | i | i | i | i | i | i | i | i
O=C(c1cc(S(=O)(=O)N2CCOCC2)ccc1Cl)N1CCOCC1
    -9 | i | i | i | i | i | i | i | i | i | i
Cc1c(NC(=O)c2cc3c(s2)CCCC3)c(=O)n(-c2ccccc2)n1C
    -12 | i | i | i | i | i | i | i | i | i | i
CN1C(=O)CC(C(=O)O)SC1=Nc1cc(Cl)cc(Cl)c1 (configuration not stated)
    -7 | i | i | i | i | i | i | i | i | i | i
CCOC(=O)c1c(C)c(C(=O)Nc2ccc(N(C)C)cc2)c(C)n1CC
    -10 | i | i | i | i | i | i | i | i | i | i
COc1ccc(/C=N/Nc2nc(N3CCCC3)nc(N3CCCC3)n2)c(OC)c1OC
    -6 | i | i | i | i | i | i | i | i | i | i
O=S(=O)(c1ccc2nc(SCc3ccc(Cl)cc3)[nH]c2c1)N1CCOCC1
    -7 | i | i | i | i | i | i | i | i | i | i
C#CCOCCOCCOCCNc1nc(N2CCN(C(=O)CCCCCCCCCCNC(=O)[C@H](CCCCN)n3cc(C)nn3)CC2)nc(N2CCN(C(=O)CCCCCCCCCCNC(=O)[C@@H]([C@H](C)O)n3cc(C)nn3)CC2)n1
    nt | nt | nt | i | i | i | i | nt | nt | nt | i
Cc1occc1C(=O)NNC(=O)Cc1ccccc1
    0 | i | i | i | i | i | i | i | i | i | i
COc1ccc(NC(=S)NCCc2ccc(F)cc2)c(OC)c1
    -2 | i | i | i | i | i | i | i | i | i | i
CCOC(=O)c1ccccc1NC(=O)CSc1nnc(C(C)C)n1CC
    -16 | i | i | i | i | i | i | i | i | i | i
Cc1ccc(C2(C)CC(C)(C)N(C(=O)CSc3nnc(C)s3)c3ccccc32)cc1 (configuration not stated)
    -14 | i | i | i | i | i | i | i | i | i | i
Nc1nc(SCC(=O)O)[nH]c(=O)c1NC(=O)c1ccccc1F
    -7 | i | i | i | i | i | i | i | i | i | i
COc1ccccc1C(=O)O/N=C(/C)c1ccc(N2C(=O)C3CCCCC3C2=O)cc1 (configuration not stated)
    -4 | i | i | i | i | i | i | i | i | i | i
O=S1(=O)N=CN(Cc2cccc(F)c2)c2ccccc21
    -10 | i | i | i | i | i | i | i | i | i | i
O=C(Nc1ccc2[nH]ccc2c1)c1ccccc1
    -5 | i | i | i | i | i | i | i | i | i | i
COc1cccc(CC(=O)Nc2nc(C)cs2)c1
    -4 | i | i | i | i | i | i | i | i | i | i
COc1cccc(-c2nc(-c3ccccc3)nc(N3CCN(C)CC3)c2C#N)c1
    -14 | i | i | i | i | i | i | i | i | i | i
O=C(/C=C/c1ccco1)N(Cc1cccc(F)c1)C1CCS(=O)(=O)C1 (configuration not stated)
    -9 | i | i | i | i | i | i | i | i | i | i
COCCSc1nnc(NC(=O)CCS(=O)(=O)c2ccccc2)s1
    -7 | i | i | i | i | i | i | i | i | i | i
O=C(Cn1c(=O)sc2ccccc21)Nc1ccc(S(=O)(=O)N2CCCC2)cc1
    -17 | i | i | i | i | i | i | i | i | i | i
CC(C)NC(=O)c1[nH]nc2c1CCc1ccccc1-2
    -4 | i | i | i | i | i | i | i | i | i | i
COc1ccc2cc3cc(C(=O)N4CCN(c5ccccc5)CC4)oc3nc2c1
    -10 | i | i | i | i | i | i | i | i | i | i
Cc1ccccc1NC(=S)N=Nc1c(O)n(C)c2ccc(S(=O)(=O)N3CCOCC3)cc12
    -5 | i | i | i | i | i | i | i | i | i | i
O=C(NCCN1CCN(C(=O)c2cccc(Br)c2)CC1)C(=O)NCc1ccccc1
    -3 | i | i | i | i | i | i | i | i | i | i
COc1ccc(-n2c(C)cc3cc(OC(C)=O)ccc32)cc1
    -10 | i | i | i | i | i | i | i | i | i | i
COC(=O)[C@H](Cc1ccccc1)NC(=O)c1ccc2ccccc2n1
    -14 | i | i | i | i | i | i | i | i | i | i

Further results:
The line under a structure holds: hERG protect | RGS4 pot | KCNQ1 inh | KCNK3 block | TMEM16A inh | ANO1 activ | MrgX1 allo act | RGS4 inh | KCNQ1 pot | KCNK9 block | MrgX1 agonist
Cc1ccc(N2CC(C(=O)Nc3cc(C)on3)CC2=O)c(C)c1 (configuration not stated)
    -2 | i | i | i | i | i | i | i | i | i | i
Cc1ccc2nc(SCC(=O)Nc3ccc(F)cc3)nc(=O)n2c1
    -13 | i | i | i | i | i | i | i | i | i | i
O=C(Nc1ccc(-c2nc3c(ccc4ccccc43)o2)cc1)c1ccco1
    -9 | i | i | i | i | i | i | i | i | i | i
Cc1ccc(NC(=O)c2cc(-c3ccco3)on2)cc1
    -16 | i | i | i | i | i | i | i | i | i | i
COc1ccc(S(=O)(=O)N2CCOCC2)cc1NC(=O)CSc1nnc2ccccn12
    -5 | i | i | nt | i | nt | i | i | i | i | i
Cc1cc(CN(C)C(=O)CC2C(=O)NCCN2Cc2ccc(-c3ccccc3)cc2)on1 (configuration not stated)
    -6 | i | i | i | i | i | i | i | i | i | i
COC(=O)c1cc2ccsc2n1CC(=O)Nc1cc(C)cc(C)c1
    -3 | i | i | i | i | i | i | i | i | i | i
Cc1cc(C)n(CC(=O)NNC(=O)CCNC(=O)c2ccccc2Cl)n1
    -11 | i | i | i | i | i | i | i | i | i | i
Cc1ccccc1CSCCNS(C)(=O)=O
    -9 | i | i | i | i | i | i | i | i | i | i
O=C(CC1NCCc2ccccc21)Nc1cccc(Cl)c1 (configuration not stated)
    -11 | i | i | -8.9* | i | i | i | i | i | i | i
CCn1c2ccccc2c2cc(Nc3cc(C)nc4ncnn34)ccc21
    -23 | i | i | i | i | i | i | i | i | i | i
Cc1ccccc1-n1c(SC/C(O)=C(\C#N)c2nc3ccccc3[nH]2)nnc1-c1ccncc1
    -8 | i | i | i | i | i | i | i | i | i | i
O=c1c(Cc2ccc(F)cc2)c(O)ccn1CCc1ccccn1
    1 | i | i | i | i | i | i | i | i | i | i
O=C(COC(=O)c1ccccc1Cl)Nc1nccs1
    -8 | i | i | i | i | i | i | i | i | i | i
COc1ccc(N2C(=O)C(Cl)=C(Oc3cccc(OC)c3)C2=O)cc1
    -4 | i | i | i | i | i | i | i | i | i | i
Cc1cccc(NC(=O)/C(C#N)=C/c2ccc(Sc3ccccc3)o2)c1C
    -7 | i | i | i | i | i | i | i | i | i | i
COc1cccc(-n2c(SCc3ccccn3)nc3c(c2=O)SCC3)c1
    -7 | i | i | i | i | i | i | i | i | i | i
N#Cc1c(NC(=O)C2C3C=CC(C3)C2C(=O)O)sc2c1CCCCC2 (configuration not stated)
    -5 | i | i | i | i | i | i | i | i | i | i

Source: PubChem BioAssay (Johns Hopkins Ion Channel Center)
